Akt phos inh: HTS Assay for Inhibitors of Akt Phophorylation: Primary Screen; AID 651550, 2012; Neuro2A IGF-stimulated pAkt S473 HTRF, 20 min; active compounds read low; hit rate 0.32% among 360,000; activity change, % for hits at 50 µM; in the data active means activity change below about -80%; inconclusive means mostly about -51% to -80%; further: on the % scale 0 is the no-effect control and ±100 the full control effect
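Neuro2A cells in DMEM with 0.5% FBS, overnight at 37 deg C, given compound at single 50 µM final, then IGF (6 nM final) for 20 min at 37 deg C. Lysed; phospho-Akt Ser473 by HTRF after 24 h, 665/615 ratio.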
Nrf2 ARE act: qHTS of Nrf2 Activators; Potency, µM (series often up to 46.1 µM), for the others: at the top dose activation, actives largely listed as activators; hit rate 0.31% among 410,000; AREc32 ARE-luciferase reporter (MCF7-derived line), luminescence, 24 h; further: potency means the concentration at half of the fitted maximal effect; % of control where 0% means no effect; nearly all actives have a fitted effect of over 65% in size
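ARE activation measured as luciferase luminescence (Steady-Glo, 30 min RT) in AREc32_Fluc cells after 24 hr compound exposure at 37 deg C, 5% CO2; cells seeded overnight at 1000/well in OPTI-MEM, 5% FBS.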
TGFb inhibitor: qHTS for Inhibitors of TGF-b | HepG2 CAGA-GFP TGF-b/SMAD3 reporter, GFP fluorescence, 18 h; TGF-beta stimulated, 500 pg/mL final | hit rate 1.2% among 410,000 | AID 588855, 2011 | Potency, µM (highest dose often 46.1 µM), for inactives: top-dose activity, negative = inhibition, actives largely listed as inhibitors; further: potency means the concentration at half of the fitted maximal effect; on the % scale 0 is the no-effect control and ±100 the full control effect; nearly all actives have a fitted effect of over 65% in size
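HEPG2 CAGA-GFP, 1000 cells/well; 2 h settle, 37 C; cpd via pin tool; TGF-b 500 pg/mL final; 18 h, 37 C; GFP imaging ex488/em500-530; %Activity normalised to -TGF-b and +DMSO controls; CRC fit, curve class.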
A549 tox: Nrf2 qHTS screen for inhibitors: counterscreen for cytotoxicity; A549 ARE-Fluc cells, CellTiter-Fluor viability, 18-24 h; Potency, µM (highest dose often 46 µM), for the others: top-dose activity change, negative = cytotoxicity, most hits filed as inhibitors; hit rate 0.16% among 390,000; further: potency means the concentration at half of the fitted maximal effect; on the % scale 0 is the no-effect control and ±100 the full control effect
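Cytotoxicity counterscreen: CellTiter-Fluor fluorescence was measured in A549 ARE_Fluc cells after 18-24 h of compound exposure in a concentration series. The subsequent BugLite luminescent read reports ARE-luciferase activity.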
Mm-Cpn inhibitor: Inhibitors of TCP-1 ring complex (TRiC) of Methanococcus maripaludis (MmCpn): qHTS. purified Mm-Cpn ATPase, ADP Transcreener TR-FRET. Potency, µM (doses to about 76.9 µM), without a hit: at the top dose activity, negative = inhibition, hits mostly inhibitors. hit rate 0.031% among 330,000; further: potency means the concentration at half of the fitted maximal effect; on the % scale 0 is the no-effect control and ±100 the full control effect; nearly all actives have a fitted effect of over 80% in size
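ATPase read-out: TR-FRET ADP immunoassay (anti-ADP Eu cryptate vs ADP-d2), ex 320 nm, em 590/665 nm; signal drops as ADP forms. Enzyme 25 nM, ATP 10 uM, 30 min at 37°C after 10 min compound preincubation.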
HepG2 viability: qHTS for Inhibitors of TGF-b: Cytotox Counterscreen; AID 588856, 2011; Potency, µM (doses to about 46.1 µM), without a hit: top-dose activity change, negative = cytotoxicity, hits mostly cytotoxic; HepG2 CAGA-GFP viability, ATP luminescence, 18 h; hit rate 0.76% among 410,000; further: potency means the concentration at half of the fitted maximal effect; some results filed as inactive show a strong effect at the top dose
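CellTiter-Glo luminescence gave cytotoxicity after 18 hours at 37 degrees C. The cells were HepG2 CAGA-GFP in 1% FBS DMEM, stimulated with 500 pg/mL TGF-beta after compound addition. %Activity was normalised to no-cell wells (complete cell-killing) and DMSO (no toxicity), and curves were fitted and classified.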
ATXN viability: Viability Counterscreen for Primary qHTS for Inhibitors of ATXN expression. hit rate 0.49% among 400,000. S2 cells (HEK-293 line with an ATXN2-luciferase reporter) viability, CellTiter-Fluor protease fluorescence, 24 h. Potency, µM (titrated, usually from 56.7 µM), usual class: cytotoxic. AID 651635, 2014; further: potency means the concentration at half of the fitted maximal effect; nearly all actives have a fitted effect of over 40% in size
CCT modulator: High-Throughput Screening for Modulators of Cytosolic Chaperonin Activity | hit rate 0.3% among 360,000 | purified chaperonin ATPase assay, HTRF ADP detection, 30 min | activity change, % (no concentration beside the values), hits read low | AID 651819, 2012; in the data active means activity change below about -30%; further: on the % scale 0 is the no-effect control and ±100 the full control effect
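TRiC at 40 or 20 nM final (batch-dependent) in 30 mM Tris pH 7.4, 100 mM KCl, 5 mM MgCl2, 1 mM DTT, with compound at single 76 uM and 10 uM ATP, 30 min at 37 deg C. ADP detected by HTRF Transcreener, 665/615 ratio.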
Nrf2 block: Nrf2 qHTS screen for inhibitors; Potency, µM (titrated, usually from 46 µM), for inactives: at the highest dose activity change, negative = inhibition, hits mostly inhibitors; hit rate 2.1% among 360,000; A549 ARE-Fluc reporter, luciferase luminescence, 18-24 h; further: potency means the concentration at half of the fitted maximal effect; on the % scale 0 is the no-effect control and ±100 the full control effect; nearly all actives have a fitted effect of over 60% in size
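A549 ARE_Fluc cells, 5000/well, 5% FBS OPTI-MEM; compounds in dose-response, 18-24 h at 37 °C/5% CO2; CellTiter-Fluor viability read (Ex 405/Em 525), then BugLite luciferase luminescence = Nrf2 activity.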
Starred values were filed as active, the others as inactive; i = inactive; ? = inconclusive; . = not tested or not shown; & = joins results of further samples; [ ] = dose if it differs, or a comment. Unless noted, the call rests on the fitted dose curve; in most records, active means well fitted curve in the direction sought with a large enough effect; inconclusive means small, poorly fitted or top-dose-only effect, or another doubt; inactive means no such curve, though single readings can be large; an effect the other way counts as inactive or inconclusive.

SMILES | Akt phos inh | Nrf2 ARE act | TGFb inhibitor | A549 tox | Mm-Cpn inhibitor | HepG2 viability | ATXN viability | CCT modulator | Nrf2 block
O=C(CC1CC2CCC1C2)OCC(=O)c1c[nH]c2ccccc12 (stereo unspecified) | i | -0.3% | -21% | 10% | 2% | -24% | i | 1.2 | 17%
CC(C)CC(=O)NC(=S)Nc1ccccc1C(=O)Nc1ccccc1 | i | 0.4% | -13% | 2% | 1% | 2% | i | -2.6 | 9%
COc1ccc(C(CC(=O)Nc2ncccc2C)N2Cc3ccccc3C2=O)cc1OC (stereo unspecified) | i | -0.1%&-0.1% | 0%&9% | -10%&-10% | 1% | -2%&-1% | i | 1.5 | -28%&18%
O=C(CCCn1c(=O)c2ccccc2n(CC(=O)N2CCN(c3ccccc3)CC2)c1=O)NCc1ccco1 | i | 0.1% | 0% | -10% | -3% | -2% | i | -0.3 | -8%
Cc1cccc(C2C=C(c3ccc(C)c(C)c3)Nc3nnnn32)c1 (stereo unspecified) | . | 4.5% | -2% | -1% | . | -2% | . | . | .
COc1ccccc1NC(=S)NCC1CCCO1 (stereo unspecified) | i | -0.4% | 1% | 0% | 1% | 1% | i | -4.3 | -2%
CS(=O)(=O)N(CC(=O)NCCSCc1ccccc1)c1ccc2c(c1)OCO2 | i | 4.0% | 32%[activator] | -2% | 0% | 0% | i | -1.0 | -21%
COc1ccc(C)cc1NCc1ccc([N+](=O)[O-])cc1 | i | 0.1% | -13% | 10% | -1% | -2% | . | 0.0 | -1%
CCCCOc1ccc(C(=O)NCCCC(=O)N2CCCCC2)cc1 | i | 0.8% | -45% | 0% | -5% | -8% | i | -14 | -18%
CC1=NNC(=O)C1CCC(=O)N/N=C/c1ccc(Cl)cc1Cl (stereo unspecified) | i | 1.0% | 5% | 19% | -1% | 0% | i | -0.2 | 4%

3 records picked at random from the list so far, as already listed:
SMILES | Akt phos inh | Nrf2 ARE act | TGFb inhibitor | A549 tox | Mm-Cpn inhibitor | HepG2 viability | ATXN viability | CCT modulator | Nrf2 block
CC1=NNC(=O)C1CCC(=O)N/N=C/c1ccc(Cl)cc1Cl (stereo unspecified) | i | 1.0% | 5% | 19% | -1% | 0% | i | -0.2 | 4%
Cc1cccc(C2C=C(c3ccc(C)c(C)c3)Nc3nnnn32)c1 (stereo unspecified) | . | 4.5% | -2% | -1% | . | -2% | . | . | .
COc1ccccc1NC(=S)NCC1CCCO1 (stereo unspecified) | i | -0.4% | 1% | 0% | 1% | 1% | i | -4.3 | -2%

(list continues)
SMILES | Akt phos inh | Nrf2 ARE act | TGFb inhibitor | A549 tox | Mm-Cpn inhibitor | HepG2 viability | ATXN viability | CCT modulator | Nrf2 block
CC(=O)Nc1cccc(-n2cc3c(c2-c2ccccc2Cl)c(=O)n(C)c(=O)n3C)c1 | . | 5.2% | -14% | -2% | . | -11% | . | . | 9%
O=C(Cn1nc(Cc2ccncc2)c2ccccc2c1=O)Nc1cccnc1Cl | i | -0.6% | -2% | -3% | -1% | 11% | i | 0.8 | -1%
O=C(COC(=O)c1cc([N+](=O)[O-])ccc1Cl)NCCc1ccccc1 | i | 7.3% | 4% | 2% | 1% | 15% | i | -2.9 | 12%
CCN(c1ccccc1)S(=O)(=O)c1c(C)noc1C | i | -0.6% | 6% | -2% | -6% | -3% | i | -0.8 | 0%
COc1cc(NC(=S)N2CCN(C)CC2)c(OC)cc1Cl | i | 0.1% | 1% | 1% | 0% | -2% | i | 0.9 | 17%
Cc1ccc(S(=O)(=O)NC(=NC2CCCCC2)c2ccc(F)cc2)cc1 | i | 0.0% | -1% | 3% | 0% | -30% | i | -4.2 | 7%
COc1ccc(NS(=O)(=O)c2coc(C(N)=O)c2)cc1Cl | i | -0.7% | 6% | -9% | 2% | 7% | i | -2.2 | 6%
Cc1nc2ncnn2c(C)c1CCC(=O)N1CC(C)CC(C)C1 (stereo unspecified) | i | -0.4% | 0% | 5% | -1% | -10% | i | -2.0 | 19%
COc1cc2nc(Nc3ccc(F)cc3)nc(N)c2cc1OC | i | 0.4%&8.5% | ? | -1%&1% | 3% | -32%&-53% | ? | 0.0 | -8%&3%
O=C(CSc1ccccn1)N/N=C/c1cc([N+](=O)[O-])ccc1O | i | -0.1% | 0% | -2% | 1% | -4% | ? | 2.4 | -3%
O=C(/C=C/NNC(=O)c1ccccc1)c1ccc([N+](=O)[O-])cc1 | i | 6.3% | ? | ? | 0% | -49% | ? | -0.1 | ?
CCOc1ccc(C(C(=O)NC2CCCC2)N(C(=O)c2snc(C(N)=O)c2N)C2CCCC2)cc1 (stereo unspecified) | i | -0.1% | ? | -15% | -1% | 8% | i | -1.8 | ?
Cc1ccccc1CSCc1nc(N)nc(Nc2ccccc2C)n1 | i | 3.6% | -12% | 9% | -15% | -43% | i | -7.0 | -5%
Cc1nn(-c2cc(C(F)(F)F)ccc2Cl)c2nc(C(F)(F)F)[nH]c(=O)c12 | i | 0.1% | ? | -1% | 2% | 6% | ? | 1.7 | 1%
CC(NC(=O)c1ccco1)C(=O)OCC(=O)c1ccc(Cl)s1 (stereo unspecified) | i | 0.5% | -1% | 1% | -13% | -6% | i | 0.1 | ?
C=C(C)CN(CC)C(=O)CSc1ccc(S(=O)(=O)N2CCN(Cc3ccccc3)CC2)cn1 | i | -0.4% | -15% | 1% | 2% | -19% | i | -5.6 | ?
COc1ccc(C(=O)n2nc(-c3ccc(OC)cc3)nc2N)cc1 | i | 2.0% | -7% | 3% | 1% | -18% | i | -2.1 | ?
COc1cccc(/C=C/C(=O)c2c(O)cc(C)oc2=O)c1O | i | ? | -3% | -11% | -12% | -24% | ? | -0.2 | -2%
CCOc1cc(/C=C2/C(=N)N3C(=NC2=O)SN=C3S(C)(=O)=O)ccc1OS(=O)(=O)c1ccccc1 | i | 4.9% | 0% | -4% | -4% | -19% | i | -1.4 | 0%
CC(C)(C)c1ccc(C(=O)NCc2cccnc2)cc1 | i | 0.3% | 6% | -4% | -1% | -6% | ? | -1.7 | 1%
Cc1sc2nc(SCc3nc4ccccc4[nH]3)n(Cc3ccco3)c(=O)c2c1C | i | 6.1% | 26% | ? | -2% | -7% | ? | -1.9 | -27%
O=C(CCCCCn1c(=S)[nH]c2ccc(N3CCOCC3)cc2c1=O)NCc1ccccc1 | i | -0.5% | 8% | 0% | ? | 0% | . | 1.1 | -1%
COc1ccc(OCC(=O)Nc2ccc(N3CCN(C(=O)c4ccccc4)CC3)c(Cl)c2)cc1 | i | 0.5% | -21% | -21% | -2% | 0% | ? | -2.1 | ?
CCCc1nnc(NC(=O)CCC(=O)N2CCN(Cc3ccccc3)CC2)s1 | i | -0.7% | -8% | -5% | 4% | -8% | i | 1.7 | -19%
Cc1cccc(NC(=O)Cn2c(=O)n(Cc3ccc(C(=O)NCc4ccc5c(c4)OCO5)cc3)c(=O)c3ccccc32)c1 | . | -1.0% | 6% | 5% | . | -13% | i | . | -23%
Cc1cccc(C(=O)OCC(=O)NC2CCCCCCC2)c1 | i | -0.4% | -5% | 0% | 1% | -9% | i | 0.9 | -13%
CCOC(CN=c1nc(N(C)C)ss1)OCC | i | ? | ? | 2% | . | -26% | . | -0.9 | 1%
CCOc1ccccc1NC(=O)CSc1nnc(CNC(=O)c2cc(OC)c(OC)c(OC)c2)o1 | i | -0.5% | 1% | 3% | 1% | -10% | i | -0.8 | 6%
Cc1cccc(C2=NN(c3ccccc3)[C@H](CO)[C@H]2c2ccccc2)c1 | i | 4.6% | ? | -2% | -13% | -95% | . | -0.2 | 16%
Cc1ccc(NC(=O)c2ccc(-n3cccn3)nc2)cc1 | i | -0.6% | 6% | -1% | -5% | 4% | i | 1.1 | 18%
COc1ccc(S(=O)(=O)N(C)C)cc1NC(=O)COC(=O)c1n[nH]c2ccccc12 | i | 3.3% | 1% | . | . | -5% | i | 1.3 | .
O=C(Nc1ccccc1)C1=C[C@@H](c2csc3ccccc23)C[C@@H](OCc2ccc(CO)cc2)O1 | i | 4.6% | -24% | -1% | . | -43% | ? | 0.5 | 16µM*
CSCCC(NC(=O)c1ccccc1)C(=O)N1CCN(C(c2ccccc2)c2ccccc2)CC1 (stereo unspecified) | i | 2.4% | -30% | -6% | -7% | -7% | i | -0.1 | ?
CC(C)c1ccc(Nc2nc3c(S(=O)(=O)c4ccc(Br)cc4)nnn3c3ccsc23)cc1 | . | -0.8% | 17% | 11% | . | 8% | . | . | -10%
Cc1ccc(-c2nc3ccccn3c2C=O)cc1 | i | 20% | -11% | -3% | 3% | 7% | i | -0.8 | ?
CC1(NC(=O)c2cccc(S(=O)(=O)N3CCN(c4ccccc4)CC3)c2)CCS(=O)(=O)C1 (stereo unspecified) | i | 0.2% | -14% | 1% | -1% | -9% | i | 0.4 | ?
Fc1ccc(/C=N/Nc2ccccn2)cc1 | i | ? | -29% | 3% | -1% | -12% | i | 3.3 | ?
COc1ccc(NC(=O)C(=O)NCC(=O)Nc2cc(OC)ccc2OC)cc1 | i | 0.2% | 3% | 0% | -7% | 1% | i | -0.9 | 1%
Cc1ccc(-c2nnn(CC(=O)N(CC(=O)NCc3ccccc3)c3cccc(C)c3C)n2)o1 | i | -0.3% | -12% | -5% | -3% | 0% | i | -2.0 | ?
CC(O)c1cccc(NC(=O)CC(c2ccccc2)c2ccccc2)c1 (stereo unspecified) | i | 0.3% | 6% | 7% | 0% | -106% | i | 1.3 | -12%
CCOC(=O)c1oc2ccccc2c1CSc1nnnn1-c1ccc(OC)cc1 | i | 0.0% | -1% | -3% | -2% | -2% | ? | 1.6 | -12%
